Screening data deposited in PubChem BioAssay by several laboratories.
SR-BI uptake up: activators of SR-BI mediated HDL lipid uptake; CHO ldlA[mSR-BI] cells, DiI-HDL uptake fluorescence, 3 h; 100 = double the neutral-control signal; activation, % at 12.5 µM; 320,000 tested, 0.096% active; AID 504775;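 active = mean replicate activation of at least 60% and every replicate at or above 60%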;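 also: 0% = median plate neutral-control signal and 100% = twice that signal; values of inactives mirror those of a sister screen read the other way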
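Material – SR-BI-overexpressing, LDLR-lacking CHO cells · Medium – BSA-supplemented, HEPES-buffered Ham's F12, pH 7.4 · Doses – single concentration · Times – compound with DiI-HDL co-incubation, 3 h at 37 °C · Measured by – bottom-read fluorescence, 550/595 nm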
PKA-R2B activ: PKA-R2B complex activation; AID 504700; PKA-R2B holoenzyme dissociation, Cy5-IP20 fluorescence polarization; R2B truncated from residue 108, S112A mutant; 0% DMSO only, 100% 113 µM cGMP; P22694+P31323; activation, % at 11.4 µM; 340,000 tested, 0.079% active;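 active = activation above a cutoff set at the mean over all compounds plus 3 SD, cut at about 18% in these data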;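 also: higher means more holoenzyme dissociation and a rise in polarization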
cardiac RTF act: cardiac RTF calcium sensitization | IANBD-labeled TnC RTF fluorescence at EC20 calcium; 0% EC20 calcium, 100% full calcium | 340,000 tested, 0.24% active | activation, % at 7.2 µM;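 active = activation above the mean over all tested compounds plus 3 SD, cut at about 30% in these data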;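 also: rise in fluorescence read as greater calcium sensitivity of cardiac thin filaments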
Keap1-Nrf2 PPI: inhibitors of human Keap1-Nrf2 protein-protein interaction. Q14145. Keap1 Kelch-Nrf2 peptide fluorescence polarization, 1536-well. inhibition, % at 9.4 µM. 340,000 tested, 0.15% active; in the data active = inhibition above about 12%;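 also: human Keap1 Kelch domain with fluorescein labeled Nrf2 9mer peptide probe; 0% = neutral control wells and 100% = peptide positive control; higher means more block of Keap1 binding to Nrf2 peptide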
CAL PDZ FP-1: CAL PDZ (human) peptide binding inhibition; Q9HD26; purified CAL PDZ, TMR-peptide fluorescence polarization, 1 h; inhibition, % at 24.9 µM; 300,000 tested, 0.92% active; AID 602252;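 active = mean inhibition of at least 30% with at least half of replicates also reaching 30%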;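 also: 0% = DMSO neutral control and 100% = excess unlabeled competitor peptide PRC23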
LANA DNA inh: KSHV C-LANA DNA binding inhibition; MBP-C-LANA/FAM-LBS DNA binding, fluorescence polarization; inhibition, % at 9 µM; 340,000 tested, 0.078% active; AID 504423;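 active = highest replicate inhibition at or above 60% at 9 µM, even if other replicates fall short; inactive = all replicates below 60% inhibition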;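 also: 0% = neutral control wells and 100% = 4 µM acridine orange control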
Rtt109 Vps75: blocks Candida albicans Rtt109/Vps75 acetyltransferase activity; inhibition, % at 34.9 µM; Q5AAJ8; purified Rtt109/Vps75, ThioGlo CoA-SH fluorescence, 4 h; 330,000 tested, 0.16% active; AID 540336;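 active = inhibition of at least 50% in every replicate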
Target sequence (Q5AAJ8 whole entry, looked up): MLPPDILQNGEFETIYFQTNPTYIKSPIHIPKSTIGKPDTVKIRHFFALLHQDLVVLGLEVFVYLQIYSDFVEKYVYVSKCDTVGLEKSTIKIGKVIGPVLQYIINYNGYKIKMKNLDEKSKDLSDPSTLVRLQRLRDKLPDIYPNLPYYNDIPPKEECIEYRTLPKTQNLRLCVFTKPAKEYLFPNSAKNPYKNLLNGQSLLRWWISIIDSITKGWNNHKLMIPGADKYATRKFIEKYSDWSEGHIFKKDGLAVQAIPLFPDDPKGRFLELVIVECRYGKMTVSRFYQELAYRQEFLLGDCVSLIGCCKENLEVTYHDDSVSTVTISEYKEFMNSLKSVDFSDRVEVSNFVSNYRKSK
DAGLB inhibitor: blocks human DAGLB lipase activity; 340,000 tested, 0.059% active; HEK293T DAGLB membrane lysate, EnzChek fluorogenic substrate; inhibition, % at 5.17 µM; Q8NCG7; in the data active = inhibition above about 34%;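 also: 0% = enzyme with vehicle and 100% = wells lacking enzyme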
Target sequence (Q8NCG7 whole entry, looked up): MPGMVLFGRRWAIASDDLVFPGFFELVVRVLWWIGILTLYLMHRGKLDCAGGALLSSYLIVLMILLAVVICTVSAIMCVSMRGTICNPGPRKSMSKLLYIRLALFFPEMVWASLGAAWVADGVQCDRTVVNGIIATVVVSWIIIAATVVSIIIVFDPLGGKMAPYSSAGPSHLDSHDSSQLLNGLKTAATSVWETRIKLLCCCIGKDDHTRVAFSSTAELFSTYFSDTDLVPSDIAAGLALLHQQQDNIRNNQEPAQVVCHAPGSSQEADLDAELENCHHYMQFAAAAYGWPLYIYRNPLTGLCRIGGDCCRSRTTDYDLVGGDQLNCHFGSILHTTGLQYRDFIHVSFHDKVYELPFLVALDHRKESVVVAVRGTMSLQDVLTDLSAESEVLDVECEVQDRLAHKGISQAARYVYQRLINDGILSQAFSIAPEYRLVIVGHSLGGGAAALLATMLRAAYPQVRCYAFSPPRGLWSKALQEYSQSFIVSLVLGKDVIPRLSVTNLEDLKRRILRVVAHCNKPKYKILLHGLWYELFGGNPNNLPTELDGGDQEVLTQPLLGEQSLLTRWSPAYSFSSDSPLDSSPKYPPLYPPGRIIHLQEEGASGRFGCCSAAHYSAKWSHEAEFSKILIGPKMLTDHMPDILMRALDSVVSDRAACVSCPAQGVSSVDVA
RTF Ca sens inh: cardiac RTF calcium desensitization. inhibition, % at 7.15 µM. P19429+P45379. IANBD-labeled cardiac RTF, Ca2+ fluorescence. 340,000 tested, 0.12% active;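 active = inhibition above the mean inhibition of all tested compounds plus 3 SD, cut at about 17% in these data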;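 also: assay run at fixed EC70 calcium of 1.6 mM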
CAL PDZ FP-2: inhibitors of human CAL PDZ peptide binding. 330,000 tested, 0.02% active. inhibition, % at 20 µM. purified CAL PDZ, TMR-peptide fluorescence polarization, 1 h. AID 504414;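 active = highest replicate inhibition of at least 40%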;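 also: plate controls were DMSO neutral control wells for no effect and unlabeled competitor peptide control wells for full effect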
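Test system: purified CerCALP PDZ construct; Compound dosing: one concentration, 20 µM compound; Also added: TMR-labelled reporter peptide T*-PRC34 bound in PDZ groove; Read-out: inhibition from polarization loss; Controls: unlabelled peptide and DMSO controls; Signal: FP readout, S and P plane fluorescence; Incubation: 1 h at RT.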
An asterisk follows results filed as active; x = not tested or not shown.

SMILES | SR-BI uptake up | PKA-R2B activ | cardiac RTF act | Keap1-Nrf2 PPI | CAL PDZ FP-1 | LANA DNA inh | Rtt109 Vps75 | DAGLB inhibitor | RTF Ca sens inh | CAL PDZ FP-2
O=C(Nc1ccccc1F)C1COc2ccccc2O1 (stereo not given) | 23.8 | 3.6 | -3.4 | 2.6 | 4.3 | 0.7 | 3.6 | -12.8 | -6.4 | -0.5
CCCN(CCC)CCNC(=O)C1CCN(S(=O)(=O)c2cccc3nsnc23)CC1 | 23.2 | -13.8 | -0.3 | 4.3 | x | -0.3 | 12.4 | -0.1 | -3.3 | 0.1
C=CCC1(NC(C)c2ccccc2)CCCCC1 (stereo not given) | 12.1 | -5.1 | 11.6 | -1.2 | -0.3 | -0.6 | 3.4 | -3.8 | -6.2 | 0.0
COc1ccccc1N1CCN(C(=O)CCc2ccccc2)CC1 | -12.2 | -4.2 | -5.8 | 1.9 | -5.8 | 0.8 | -5.3 | 7.5 | 1.0 | -0.6
COc1ccc(NC(=O)c2cccc(F)c2)cc1Cl | -45.1 | 2.3 | 3.0 | -2.5 | -2.4 | 0.0 | -7.8 | -2.9 | -3.1 | -1.0
N#CC1=C(N)NC(SCc2ccc(Cl)cc2)=C(C#N)C12CCCCC2 | -16.9 | -8.7 | -9.4 | 2.8 | -4.4 | -0.6 | 6.3 | -1.6 | -11.5 | -1.1
CN(C)c1nc(N(C)C)n(C(=O)c2ccc(F)cc2)n1 | -5.0 | 4.9 | 7.0 | -3.2 | -3.7 | 0.0 | -9.3 | -1.2 | -11.2 | 0.3
O=C(Cn1cnc2ccccc2c1=O)NCC(=O)N1CCN(Cc2ccc3c(c2)OCO3)CC1 | 23.1 | -10.7 | 1.5 | -3.9 | 1.2 | -0.7 | 1.8 | 0.2 | -7.5 | -0.2
COCc1cc(=O)n2[nH]c(-c3cccs3)cc2n1 | 13.3 | -1.3 | 2.4 | -6.1 | x | 0.1 | -31.7 | -3.0 | 0.7 | 0.7
Cc1nc(S(=O)(=O)N(C)c2ccccc2)c(C#N)c(C)c1Cl | 13.0 | -13.1 | 6.1 | 1.5 | 1.5 | -1.2 | 32.3 | 0.1 | -9.4 | -1.0
C#CCOCCOCCOCCNc1nc(N2CCN(C(=O)[C@H](CCCN=C(N)N)n3cc(C(N)[C@@H](C)CC)nn3)CC2)nc(N2CCN(C(=O)[C@H](CCC(=O)O)n3cc([C@@H](N)CO)nn3)CC2)n1 (stereo not given in full) | -8.0 | -4.2 | -10.6 | -4.2 | -6.5 | -1.2 | 8.2 | -0.8 | -10.6 | 2.0
CCCNC(=O)CS(=O)Cc1nc(-c2ccc(OC)cc2)oc1C (stereo not given) | -24.8 | 6.7 | 7.5 | -6.1 | 0.1 | -0.2 | -7.2 | 0.1 | -6.2 | -1.0
c1ccc2c(c1)CCN(c1ncnc3nc[nH]c13)C2 | 7.4 | 2.8 | 2.5 | -3.7 | x | 0.9 | -2.5 | -0.3 | -4.1 | 0.1
Cc1c(NCc2nc3ccccc3[nH]2)c(=O)n(-c2ccccc2)n1C | 8.0 | -15.3 | 6.3 | 1.8 | -2.8 | 1.2 | 18.7 | -0.5 | -8.2 | -2.3
CN(Cc1ccccc1)S(=O)(=O)c1ccc(Cl)c(C(=O)N2CCC2)c1 | 19.2 | -4.8 | -4.3 | 1.5 | 0.1 | 1.2 | 16.3 | -3.9 | -1.9 | -0.1
O=C(Nc1ccnn1C1CCN(C(=O)c2cccc(C(F)(F)F)c2)CC1)C1CC1 | 4.6 | 8.1 | 0.1 | -1.2 | -8.6 | -0.2 | 25.7 | 1.3 | 10.1 | 0.4
CC(C)[C@H](NC(=O)OC(C)(C)C)C(=O)NCC1CCC(C(=O)N[C@@H](Cc2ccccc2)C(=O)O)CC1 (stereo not given in full) | -2.9 | 1.9 | 2.6 | -0.1 | -5.0 | 5.5 | 1.1 | -2.9 | -10.8 | 1.5
CC(C)n1cnnc1SCC(=O)NC(=O)c1ccccc1 | 8.3 | 3.5 | -2.8 | -2.2 | -8.6 | -1.1 | -0.4 | -1.1 | 8.1 | 0.9
COCc1cc(C)nc(SCC(=O)NCC2CCCO2)c1C#N (stereo not given) | 17.9 | -4.2 | -2.3 | -5.2 | -2.6 | -0.8 | -11.8 | 1.4 | -1.5 | -2.3
COc1ccc(CCn2c(-c3ccncc3)n[nH]c2=S)cc1OC | 36.9 | 5.7 | 2.8 | -1.6 | x | 1.0 | 2.8 | -2.4 | -0.1 | 0.2

Ordered by value in CAL PDZ FP-2 (descending): four from the list above
SMILES	SR-BI uptake up	PKA-R2B activ	Keap1-Nrf2 PPI	CAL PDZ FP-1	LANA DNA inh	Rtt109 Vps75	DAGLB inhibitor	CAL PDZ FP-2
COCc1cc(=O)n2[nH]c(-c3cccs3)cc2n1	13.3	-1.3	-6.1	x	0.1	-31.7	-3.0	0.7
C=CCC1(NC(C)c2ccccc2)CCCCC1 (stereo not given)	12.1	-5.1	-1.2	-0.3	-0.6	3.4	-3.8	0.0
COc1ccc(NC(=O)c2cccc(F)c2)cc1Cl	-45.1	2.3	-2.5	-2.4	0.0	-7.8	-2.9	-1.0
Cc1c(NCc2nc3ccccc3[nH]2)c(=O)n(-c2ccccc2)n1C	8.0	-15.3	1.8	-2.8	1.2	18.7	-0.5	-2.3

Following part.
SMILES | SR-BI uptake up | PKA-R2B activ | cardiac RTF act | Keap1-Nrf2 PPI | CAL PDZ FP-1 | LANA DNA inh | Rtt109 Vps75 | DAGLB inhibitor | RTF Ca sens inh | CAL PDZ FP-2
CC(C)NC(=O)C1(c2ccccc2)CC1(Cl)Cl (stereo not given) | x | 1.2 | 3.9 | 2.4 | -1.5 | -0.7 | x | -0.7 | -1.9 | -1.4
CC(Sc1nnc(N)s1)C(=O)Nc1nccs1 (stereo not given) | 7.1 | -5.0 | -3.2 | -2.4 | -1.8 | 1.9 | -1.7 | -0.1 | -15.6 | -1.8
O=C(Nc1cccc(Cl)c1Cl)Nn1cnnc1 | 11.9 | 3.2 | -6.0 | -1.8 | x | 1.3 | -7.5 | -0.9 | -6.0 | -0.8
O=C1/C(=C/c2ccc(O)cc2)SC(=S)N1CC1CCCO1 (stereo not given) | x | -8.3 | 10.2 | -41.9 | -6.5 | -7.3 | 16.2 | -7.0 | -29.8 | -2.0
COc1cccc(OC)c1NC(=O)C1CCCN1C(=O)Nc1cccc(Cl)c1 (stereo not given) | 9.1 | 6.1 | -1.9 | -4.2 | -0.6 | -0.3 | -3.3 | -2.0 | -8.3 | 0.9
Cc1c(NC(=O)c2cc3ccccc3c(=O)s2)c(=O)n(-c2ccccc2)n1C | -4.7 | 0.0 | 0.5 | -3.1 | x | 0.5 | -6.2 | 1.4 | -4.8 | -0.9
O=C1C=C(c2ccc(Cl)nc2)C[C@@H](c2ccc3c(c2)OCO3)C1 | -8.5 | 8.9 | -6.3 | 0.3 | -5.0 | 5.2 | 7.7 | -8.6 | -18.1 | -1.0
CC(=O)OCC=C1CCC2C3CC(C)C4=CC(=O)CCC4(C)C3C(O)CC12C (stereo not given) | -26.4 | -8.7 | 2.3 | -3.0 | 0.3 | -1.8 | 11.3 | 1.8 | 0.3 | -0.4
O=C(c1ccc(-c2ccc([N+](=O)[O-])cc2)o1)N1CCCCCCC1 | -19.4 | 5.3 | -2.5 | 1.7 | -1.6 | 2.2 | 23.5 | 2.1 | -2.3 | 0.0
C[n+]1cc[nH]c1SCC(=O)c1ccccc1 | 36.5 | 7.3 | -0.9 | 2.4 | -0.6 | -0.3 | 8.0 | -0.7 | -2.2 | 0.1
CCOC(=O)c1cc(-c2ccc(C)cc2)n(CCC(=O)NC(C)CC)c1C (stereo not given) | -0.1 | -4.8 | 2.5 | -3.5 | -0.6 | 0.1 | -0.8 | 3.5 | -4.0 | -1.1
CCN1CCN(C(=O)/C=C/c2ccc(C)cc2)CC1 | 11.0 | 0.7 | 0.0 | 2.9 | -4.2 | 1.7 | -4.7 | -2.3 | -3.8 | -0.1
COCCNC(=O)CN(C)S(=O)(=O)c1ccc(Br)cc1 | 35.9 | 13.3 | -4.5 | -1.1 | 0.3 | -1.0 | 2.7 | -0.3 | -9.5 | -0.6
CC(C)(C)CN1CCC(Oc2cccc(C(=O)NCCCOc3cccnc3)c2)CC1 | -1.8 | 1.9 | -4.9 | -1.1 | -1.1 | 3.7 | 17.7 | -2.6 | 4.7 | -1.6
COC(=O)c1cccc(NC(=O)NC23CC4CC(CC(C4)C2)C3)c1 | -31.8 | -2.7 | -2.9 | 2.3 | -3.3 | -1.4 | -0.6 | -3.8 | 2.9 | -1.5
O=C(O)CSc1nc(SCc2ccccc2Cl)nc2c1CCCC2 | 13.0 | -14.9 | -1.8 | -0.2 | x | -0.2 | 1.2 | 2.6 | 5.5 | -2.9
CC(=O)Oc1ccc(C(=O)Nc2ccccc2C(=O)Nc2ccc(C(=O)O)cc2)cc1 | -19.6 | -9.8 | -3.0 | -2.3 | x | 0.8 | 1.6 | 1.6 | 2.4 | -1.8
CN(CCNC(=O)C1CCC(=O)N(Cc2ccc(Cl)cc2)C1)CCc1ccccc1 (stereo not given) | 17.9 | -5.7 | 0.4 | 4.4 | 0.9 | -0.8 | 4.7 | -2.7 | -7.3 | -3.7
COc1cccc(NC(=S)N2CCN(C)CC2)c1 | 26.0 | 3.4 | -7.0 | -0.1 | -0.4 | -1.4 | -2.5 | 0.2 | -2.5 | -1.0
COc1ccc(-c2csc(NC3=NCCCCC3)n2)cc1 | 2.6 | 9.3 | 5.3 | -6.1 | 5.1 | -0.9 | 4.1 | -2.9 | -23.7 | -0.9
O=[N+]([O-])c1ccc(S(=O)(=O)NCC(c2cccnc2)N2CCOCC2)cc1 (stereo not given) | 12.2 | 4.4 | 1.1 | -3.6 | 1.9 | -0.1 | -17.4 | 1.6 | -7.2 | -1.4
CN1CCN(C(=S)c2ccc(OCC(=O)Nc3cccc(C(F)(F)F)c3)cc2)CC1 | -55.5 | 3.0 | -0.7 | -1.3 | -5.0 | 0.8 | 2.2 | -3.4 | -7.7 | 0.0
O=C(C1CCCO1)N1CCN(C(=S)NC2CC2)CC1 (stereo not given) | 7.0 | 9.7 | 0.9 | 0.0 | 0.4 | -0.4 | -1.3 | 3.5 | -3.5 | 0.8
COc1ccc(C(=O)c2cc([N+](=O)[O-])ccc2N2CCN(C)CC2)cc1 | -19.5 | -13.3 | -1.6 | -2.7 | 3.9 | 0.3 | 6.1 | 0.0 | 4.7 | -0.5
Cc1ccc(S(=O)(=O)N2CCCN(S(=O)(=O)c3ccccc3Br)CC2)cc1 | -20.0 | -5.1 | -1.9 | -1.1 | -1.2 | -0.5 | 2.5 | -7.5 | -2.3 | -0.5
CCn1c(=O)c(=O)n(CC)c2cc(S(=O)(=O)Nc3cccc(OC)c3)ccc21 | 16.8 | -6.5 | -3.6 | -5.9 | x | 1.1 | 15.2 | -1.5 | -3.0 | -0.6
